Gli-Sufu antag: antagonists of Gli-Sufu signaling. inhibition, % at 5 µM. Sufu-KO-LIGHT fibroblasts, Gli luciferase reporter luminescence. 0.74% of 340,000 active;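 active = inhibition above about 55%, limit read from the data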;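 also: 0% = DMSO-treated cells and 100% = wells with medium but no cells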
CHOP UPR activ: activators of apoptotic arm of unfolded protein response (CHOP); CHO-CHOP luciferase reporter, UPR activation, luminescence; percent of tunicamycin response over DMSO baseline; 0.34% of 330,000 active; activation, % at 10 µM;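 active = at 10 µM dose, activation of 40% or more, normalized to positive control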;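 also: 100% = tunicamycin at 10 µg/mL and 0% = DMSO alone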
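measured by = luciferase luminescence | assay system = CHO-CHOP cells, stable luciferase reporter of PERK-eIF2a-CHOP signalling | amount = 500 reporter cells seeded per well | timing = 6 h compound exposure at 37 °C after overnight seeding | controls = positive tunicamycin 10 µg/mL, negative DMSO alone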
EBI2 antag: antagonists of human EBI2 receptor; P32249; 0.81% of 360,000 active; inhibition, % at 5 µM; EBI2 beta-arrestin recruitment, luminescence, 7a,25-OHC stimulated; in the data active = inhibition above about 38%;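 also: enzyme fragment complementation signal reports receptor beta-arrestin coupling in cells; 0% = agonist plus DMSO wells and 100% = wells without agonist; some results beyond the cut were filed as inactive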
Target sequence (P32249 whole entry, looked up, the tested form may be a part): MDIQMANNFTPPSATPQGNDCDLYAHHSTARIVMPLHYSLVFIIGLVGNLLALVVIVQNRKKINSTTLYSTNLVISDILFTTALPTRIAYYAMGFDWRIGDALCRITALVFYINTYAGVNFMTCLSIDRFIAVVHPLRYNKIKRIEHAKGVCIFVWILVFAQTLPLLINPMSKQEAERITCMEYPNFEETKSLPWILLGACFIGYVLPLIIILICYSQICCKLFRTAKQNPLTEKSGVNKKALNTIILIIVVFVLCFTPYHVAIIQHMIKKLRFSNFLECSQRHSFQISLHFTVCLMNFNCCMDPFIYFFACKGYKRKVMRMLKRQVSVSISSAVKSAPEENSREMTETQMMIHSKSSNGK
Mdm2-MdmX inh: inhibitors of human Mdm2/MdmX interaction; O15151+Q00987; SaOS-2 split-luciferase Mdm2/MdmX complementation, luminescence; inhibition, % at 8 µM; 3% of 330,000 active; AID 485346;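 active = inhibition of at least 50% at 8 µM in the primary screen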
697 NFkB inh: lowers PMA/ionomycin-induced NF-kB signal in 697 B cells. 697 B-cell NF-kB luciferase reporter, 16 h. inhibition, % at 4 µM. 0.33% of 330,000 active. AID 435022; in the data active = inhibition above about 35%
CXCR6 block: CXCR6 (human) receptor inhibition | O00574 | CHO-K1 PathHunter CXCR6 beta-arrestin, luminescence | inhibition, % at 20 µM | 0.36% of 360,000 active | AID 602244; in the data active = inhibition above about 34%, passing the limit was not always enough;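 also: antagonist mode with CXCL16 agonist at 10 nM final; 0% = 10 nM CXCL16 with DMSO and 100% = unstimulated wells without agonist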
Target sequence (O00574 whole entry, looked up): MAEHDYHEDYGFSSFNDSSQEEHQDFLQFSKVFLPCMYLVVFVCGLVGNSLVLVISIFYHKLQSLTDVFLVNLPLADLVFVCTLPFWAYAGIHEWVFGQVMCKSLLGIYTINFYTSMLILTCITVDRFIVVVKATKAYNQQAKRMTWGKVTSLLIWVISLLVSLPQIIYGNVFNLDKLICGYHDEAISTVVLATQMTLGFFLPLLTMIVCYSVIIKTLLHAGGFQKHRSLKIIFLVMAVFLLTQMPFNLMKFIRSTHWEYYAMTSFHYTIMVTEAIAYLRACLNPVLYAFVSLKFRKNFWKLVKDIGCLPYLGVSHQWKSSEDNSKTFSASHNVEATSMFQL
CCR6 antagonist: blocks CCL20-driven beta-arrestin recruitment at human CCR6; P51684; CHO-K1 CCR6 PathHunter beta-arrestin, luminescence, CCL20-stimulated; inhibition, % at 20 µM; 0.49% of 340,000 active; AID 493098;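 active = compounds whose inhibition of the agonist-driven luminescence signal at 20 µM reaches about 50%, limit read from the data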;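 also: cells stimulated with CCL20 at 14 nM final; plate controls were DMSO with CCL20 for no effect and DMSO without agonist for full effect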
Target sequence (P51684 whole entry, looked up): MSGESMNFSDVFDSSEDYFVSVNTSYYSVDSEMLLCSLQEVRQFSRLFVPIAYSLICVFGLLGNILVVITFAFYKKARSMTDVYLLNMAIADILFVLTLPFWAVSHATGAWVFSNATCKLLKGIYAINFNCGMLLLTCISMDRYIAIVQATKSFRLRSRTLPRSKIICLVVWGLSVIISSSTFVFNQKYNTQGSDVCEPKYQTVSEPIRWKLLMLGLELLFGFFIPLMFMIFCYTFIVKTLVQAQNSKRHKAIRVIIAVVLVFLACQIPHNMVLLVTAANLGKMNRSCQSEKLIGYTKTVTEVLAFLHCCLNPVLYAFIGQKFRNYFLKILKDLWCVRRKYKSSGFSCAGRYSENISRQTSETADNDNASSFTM
UPR XBP1 act: activators of adaptive arm of unfolded protein response (XBP1). CHO-XBP1 luciferase reporter, IRE1-XBP1 UPR activation, luminescence; percent of tunicamycin response, DMSO as zero. activation, % at 20 µM. 0.33% of 330,000 active. AID 463104;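 active = versus positive control, 20 µM dose yields 30% or more activation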;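 also: 100% = tunicamycin at 10 µg/mL and 0% = DMSO only wells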
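Material – CHO cell line with stable XBP1 luciferase reporter · Buffer or medium – F12 plus 10% FBS · Compound – single point, 20 µM final compound, 1% DMSO · Schedule – 16-18 h cell attachment at 37 °C, then 6 h compound exposure · Signal – Steady-Glo luminescence read · Benchmarks – high control tunicamycin 10 µg/mL final, low control DMSO vehicle only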
Jurkat NFkB inh: inhibitors of the PMA/ionomycin-induced NF-kB reporter in Jurkat cells; PMA/ionomycin-induced NF-kB luciferase reporter, luminescence; inhibition, % at 4 µM; AID 435003; 0.53% of 330,000 active; in the data active = inhibition above about 50%
* hit, by the source's call; . = not tested or not shown.

SMILES	Gli-Sufu antag	CHOP UPR activ	EBI2 antag	Mdm2-MdmX inh	697 NFkB inh	CXCR6 block	CCR6 antagonist	UPR XBP1 act	Jurkat NFkB inh
Cc1ccc(C(=O)CC(SCC(=O)O)c2ccc([N+](=O)[O-])cc2)cc1 (stereo unspecified)	-8.2	-1.6	14.2	-2.9	-0.6	8.3	12.2	1.1	-10.6
O=C(/C=C/c1ccccc1[N+](=O)[O-])N1CCCCC1	-13.6	-0.5	1.9	4.8	6.5	-4.0	20.9	0.8	-14.6
Nc1nnc(-c2ccccc2F)s1	-25.4	1.5	2.4	-11.1	-1.8	-5.3	-3.8	0.9	3.7
COC(=O)CCC(=O)Nc1ccc(Br)cc1	-1.6	1.3	8.4	-3.8	10.4	-3.1	5.7	-0.5	13.2
CN(CC(=O)Nc1ccccc1Br)C(=O)CNC(=O)C1CCCCC1	-18.0	-1.9	-0.7	23.9	13.5	5.4	8.3	0.1	-6.7
CC1=C(C)CS(=O)N(S(=O)(=O)c2ccccc2)C1 (stereo unspecified)	2.0	4.3	0.8	17.9	24.0	1.5	4.1	1.1	5.7
c1cncc(-c2nc(NCCCn3ccnc3)c3ccccc3n2)c1	27.2	-1.5	-1.0	21.9	22.7	-14.2	5.8	3.3	-13.8
COc1ccc(N2CCN(C(=O)c3ccc(CS(=O)Cc4ccc(Cl)cc4)o3)CC2)cc1 (stereo unspecified)	4.3	0.9	-7.4	-12.7	-5.3	-0.2	3.5	-6.9	4.4
Fc1ccccc1C1CCN(Cc2nc(COc3ccccc3)no2)C1 (stereo unspecified)	-0.3	0.3	-3.9	-0.7	-7.9	3.4	9.3	0.2	0.8
COc1ccc(CCNC(=O)COC(=O)c2cc(S(=O)(=O)N3CCOCC3)ccc2C)cc1OC	0.7	0.1	-4.3	13.2	-16.4	-3.7	6.1	-0.5	2.1
COCC(=O)Nc1nc2n(n1)C(c1ccc(OC)cc1)CC(c1ccc(OC)cc1)N2 (stereo unspecified)	4.8	.	8.6	.	.	-0.5	-0.6	.	.
CC(=O)Nc1ccc(NC(=O)C/C(C)=N/NC(=O)c2cccc3ccccc23)cc1	22.8	-0.3	-7.2	22.9	10.1	-3.4	8.5	1.3	12.3
O=C(CCCN1CCc2[nH]c3ccc(F)cc3c2C1)c1ccc(F)cc1	2.2	-1.1	7.5	43.2	17.9	-4.3	2.1	1.2	-4.3
C[C@H](NS(=O)(=O)c1ccc(Cl)cc1)C(=O)OCC(=O)NC(=O)Nc1ccc2c(c1)OCCO2	-3.4	-4.3	-9.3	-21.9	-36.3	2.9	-25.1	-6.3	-31.1
COc1cc2c(cc1O)C(SC)=NC(C)(C)C2	-6.4	5.7	0.4	29.7	-15.1	25.7	32.7	4.4	-5.8

Pulled by structure from the entries so far, four records:
SMILES	Gli-Sufu antag	CHOP UPR activ	EBI2 antag	Mdm2-MdmX inh	697 NFkB inh	CXCR6 block	CCR6 antagonist	UPR XBP1 act	Jurkat NFkB inh
O=C(CCCN1CCc2[nH]c3ccc(F)cc3c2C1)c1ccc(F)cc1	2.2	-1.1	7.5	43.2	17.9	-4.3	2.1	1.2	-4.3
COc1ccc(N2CCN(C(=O)c3ccc(CS(=O)Cc4ccc(Cl)cc4)o3)CC2)cc1 (stereo unspecified)	4.3	0.9	-7.4	-12.7	-5.3	-0.2	3.5	-6.9	4.4
CC1=C(C)CS(=O)N(S(=O)(=O)c2ccccc2)C1 (stereo unspecified)	2.0	4.3	0.8	17.9	24.0	1.5	4.1	1.1	5.7
Cc1ccc(C(=O)CC(SCC(=O)O)c2ccc([N+](=O)[O-])cc2)cc1 (stereo unspecified)	-8.2	-1.6	14.2	-2.9	-0.6	8.3	12.2	1.1	-10.6

(more compounds)
SMILES	Gli-Sufu antag	CHOP UPR activ	EBI2 antag	Mdm2-MdmX inh	697 NFkB inh	CXCR6 block	CCR6 antagonist	UPR XBP1 act	Jurkat NFkB inh
C#CCOCCOCCOCCNc1nc(N2CCN(C(=O)CCCCCCCCCCNC(=O)[C@H]([C@@H](C)CC)n3cc(CCCCCN)nn3)CC2)nc(N2CCN(C(=O)CCCCCCCCCCNC(=O)[C@H](CCCCN)n3cc(CCCC(=O)O)nn3)CC2)n1	-16.6	2.0	-7.1	22.6	17.4	-1.3	13.0	-2.4	5.0
CC1=C(C(=O)OCC(C)C)C(c2cccs2)NC(=S)N1 (stereo unspecified)	12.3	-0.4	-0.4	-6.6	-26.6	-7.3	14.4	-1.0	-11.8
CN(CCN1CCOCC1)C(=O)CC1C(=O)NCCN1Cc1ccccc1F (stereo unspecified)	-9.4	-1.2	4.4	2.6	13.7	8.6	13.2	-2.7	0.9
Cc1cccc(OCC(=O)Nc2ccccc2F)c1	-8.7	0.5	-1.0	4.4	19.7	2.8	0.3	-3.0	-65.3
O=C(COC(=O)C1=NN(c2ccccc2)C(=O)CC1)NCc1ccccc1Cl	16.6	-0.9	1.3	-7.4	4.2	-3.6	-4.2	-1.5	0.8
COc1ccccc1NCCC(=O)OCC(=O)Nc1ccccc1F	-3.1	0.5	-5.1	12.4	-0.1	-8.5	3.9	-1.8	10.3
O=C(COc1ccc(Br)cc1Br)NNC(=O)c1cccs1	0.3	4.1	11.4	-29.1	-1.8	-6.4	4.6	1.9	-6.9
COc1cccc2sc(N3CCN(C(=O)c4ccco4)CC3)nc12	22.8	-2.1	1.5	-14.1	-19.2	-13.1	0.5	1.0	-17.9
O=C(COC(=O)C12CC3CC(CC(C3)C1)C2)NCc1ccco1	19.0	-2.0	-21.2	-9.2	-9.5	-2.8	13.6	-2.7	0.0
O=C(O)c1ccc(COc2ccc3ccccc3c2/C=C2/NC(=O)N(c3ccccc3)C2=O)cc1	2.2	-0.3	1.3	-8.9	-0.2	3.8	0.9	-2.1	2.8
NC(=O)CSc1nnc(Cn2cnc3ccccc32)o1	-5.1	1.9	1.1	6.1	-3.4	2.7	5.5	-0.5	1.5
COc1cc(NC(=O)CSc2nc3c(c(=O)n(C)c(=O)n3C)n2C)cc(OC)c1	-19.0	3.1	-15.9	23.9	6.6	-0.8	-2.4	0.3	2.7
Nc1nc(Sc2ncccc2[N+](=O)[O-])n[nH]1	4.3	1.8	-4.7	21.8	8.9	-0.6	-11.1	-0.6	-2.5
C#CCOCCOCCOCCNc1nc(N2CCN(C(=O)CCCCCCCCCCNC(=O)[C@@H](CCC(=O)O)n3cc(CCCCCN)nn3)CC2)nc(N2CCN(C(=O)CCCCCCCCCCNC(=O)[C@H](CO)n3cc(CCCCCN)nn3)CC2)n1	-11.6	-0.4	-4.0	-2.6	7.4	2.2	3.8	-3.0	11.7
COc1ccc(S(=O)(=O)N2CCOCC2)cc1C(=O)Nc1ccc(N2CCCCCC2)cc1	30.7	.	3.4	.	.	1.0	6.7	.	.
Cc1cc(N2CCCC2=O)cc(C)c1S(N)(=O)=O	3.6	-0.4	-8.8	9.1	11.4	1.6	2.2	1.7	7.1
O=C1c2ccccc2C2(c3ccc(F)cc3)NCCN12 (stereo unspecified)	-17.4	-0.4	-7.3	15.1	-3.6	-6.8	12.0	-3.0	-0.3
CC(=NNC(=S)N1CCN(c2ccccn2)CC1)c1nccs1	88.6*	.	22.1	.	.	-11.9	-1.0	.	.
CCC(=O)Nc1cc(C(=O)O)ccc1S(=O)(=O)c1ccc(C)cc1	2.4	-2.6	-7.5	-4.0	-20.4	1.0	6.4	-0.7	-12.3
CCn1c(SCC(=O)Nc2nc(C)c(C(=O)OC)s2)nnc1C(C)C	-2.3	-0.9	-0.9	6.2	13.2	1.8	-1.3	-3.4	-5.9
O=C(Oc1cccc(N2C(=O)CCC2=O)c1)C1CC(=O)N(c2ccc(Br)cc2)C1 (stereo unspecified)	1.8	-0.9	-2.8	18.5	17.5	-10.0	9.6	-1.2	11.0
NC(=O)CC(NC(=O)c1cccc(Br)c1)c1ccc(NC2CCN(Cc3ccccc3)CC2)c([N+](=O)[O-])c1 (stereo unspecified)	16.9	0.4	-10.9	3.1	10.7	2.4	17.3	0.7	21.7
COc1cc(OC)c(OC)cc1CNC(=O)c1cc(S(=O)(=O)N2CCOCC2)ccc1F	.	0.1	-2.2	13.2	14.0	-6.2	4.2	-2.9	12.5
O=C(Cc1ccc(-n2cnnn2)cc1)NC12CC3CC(CC(C3)C1)C2	4.4	-1.1	-4.3	11.1	3.0	3.5	10.1	-7.3	8.6
O=C1Nc2ccccc2N(O)N1c1ccc(Cl)cc1	-3.6	-2.2	-10.0	1.8	8.7	-29.9	9.2	-0.1	-3.6
CC1(C)CC(N2CCN(c3ccccc3)CC2)=CC(=[N+]2CCCC2)C1	83.2*	-0.3	3.3	37.4	4.6	7.6	-0.6	-1.9	57.5*
c1ccc(Cn2c(SCc3cn4cccnc4n3)nnc2-c2ccco2)cc1	3.8	-1.5	-8.9	-17.1	-1.4	7.5	8.6	4.4	1.6
Cc1cc(C)n2nc(S(=O)(=O)NC3CCCCC3)nc2n1	4.8	1.0	2.3	-31.4	-8.6	-1.0	-7.8	-1.2	9.8
CC(Oc1ccc(Cl)cc1Cl)c1nc(-c2ccc(NC(=O)c3ccccn3)cc2)no1 (stereo unspecified)	-52.1	2.3	16.0	-18.7	-150.7	-1.7	4.2	-1.3	-56.3
COc1cc(S(=O)(=O)N2CCOCC2)c(OC)c(S(=O)(=O)N2CCOCC2)c1	0.3	1.5	-9.3	2.9	-5.7	-8.0	4.9	-4.1	-5.2
Cc1ccc(S(=O)(=O)NCC(=O)N(CC(=O)NCc2ccco2)C2CCCC2)cc1	-23.9	0.4	0.3	0.2	-5.3	-6.7	0.1	3.1	7.1
COc1ccc(C2=Nn3c(nnc3-c3ccco3)SC2)cc1OC	12.6	-1.1	5.2	55.1*	9.8	14.8	-4.2	12.2	-1.9
COC(=O)[C@@]1(Cc2ccccc2)[C@H]2C(=O)N(Cc3ccccc3)C(=O)[C@H]2[C@H]2CN=C(SCc3ccccc3)N21	7.2	6.2	21.0	88.8*	8.2	11.8	21.6	0.5	.
CCOc1ccccc1NC(=S)Nc1ccccc1F	16.2	-0.4	8.3	18.4	10.1	11.5	31.2	1.4	4.3
CC1CCCN(c2sc(S(C)(=O)=O)nc2S(=O)(=O)c2ccc(Cl)cc2)C1 (stereo unspecified)	-4.9	2.3	0.4	33.5	-17.8	8.4	12.3	-3.7	-0.2
N#Cc1nc(NCC(F)F)nc(Nc2cc(F)cc(F)c2)n1	-124.5	1.6	3.3	64.3*	-12.6	1.2	30.1	8.0	1.8
CC(C)c1ccc(OCC(=O)NNC(=S)NC(=O)c2cccs2)c(Br)c1	-14.6	1.1	-6.5	46.4	-2.5	21.9	33.3	-0.2	0.2
Cc1cc(C2=NNC(=NCc3ccccc3)SC2)c(C)n1-c1c(C)n(C)n(-c2ccccc2)c1=O	2.6	.	-9.0	.	.	2.5	7.7	.	.
COc1ccc(N=c2cc(-c3ccc(OC)cc3)oc3ccccc23)cc1	11.2	3.7	26.8	7.9	-59.2	3.5	29.0	1.1	7.4
O=C(COC(=O)c1cc(=O)[nH]c2ccccc12)Nc1nccs1	-2.2	1.4	-0.8	-2.6	1.5	-0.4	8.8	0.5	-4.1
CCc1nn(CC(=O)NCCCN(C)Cc2ccccc2)c(=O)c2cc3sc(C)cc3n12	20.0	-0.4	2.5	41.6	-22.2	15.6	16.1	-1.9	-7.4
